SRC1 TRFRET art – TR-FRET artefact, counter-screen to PPARgamma/SRC-1 agonist assay | TR-FRET detection artefact counter-screen, emission ratio; active compounds read high | TR-FRET ratio at 8 µM | 99,000 compounds, 0.34% hits | AID 1051; in the data active = TR-FRET ratio above about 2300; also: inactives centre near 1800; reference of the scale not given here
SRC3 TRFRET art – TR-FRET artefact, counter-screen to PPARgamma/SRC-3 agonist assay | PPARgamma/SRC-3 format; active compounds read high | 99,000 compounds, 0.39% hits | TR-FRET ratio at 8 µM | AID 1048; in the data active = TR-FRET ratio above about 2000; also: inactives centre near 1600; reference of the scale not given here
* marks the source's active call; other numbers are inactive results; & = joins results of further samples.

Preview, 17 compounds:
SMILES	SRC1 TRFRET art	SRC3 TRFRET art
CCCCCOC(=O)c1[nH]c2c(c1C)C(=O)CC(c1ccco1)C2 (stereo unspecified)	1683	1770
COc1ccc(NC(=O)CSc2nc3ccccc3c(=O)n2Cc2cccs2)c(OC)c1	2057	1611
O=C(CCn1ccnc1)Nc1nc2ccccc2[nH]1	1553	1485
Cn1cc(CNCc2cn[nH]c2-c2ccc(F)cc2)c(-c2ccc3c(c2)OCCO3)n1	1765	1618
CCOCCCNC(=O)C1CCC(CNS(=O)(=O)c2ccc(OC)cc2)CC1 (stereo unspecified)	1857	1814
CCOc1c(Cl)cc(CNc2ccc(N3CCCC3)cc2)cc1OC	1908	1550
COc1cccc(C(=O)C2CCCN(Cc3cn[nH]c3C3CCCCC3)C2)c1 (stereo unspecified)	1775	1505
CCOC(=O)c1c(NC(=O)CSc2c[nH]c3ccccc23)sc2c1CCC2	1826	4916*
CCN(CC)c1ccc(-c2n[nH]c(=S)n2-c2ccccc2)cc1	2020	1800
COC(=O)CSC(C)C(=O)Nc1nnc(C(C)C)s1 (stereo unspecified)	1772	1741
CCOC(=O)c1cc(NC(=O)c2cccs2)ccc1N1CCOCC1	1872	1684
CCOc1ccc(NC(=O)CSC(N)=O)cc1	1670	1561
O=C(N/N=C/c1ccccn1)c1ccc(Br)cc1	1845	1659
CCOC(=O)c1c(C)[nH]c(C(=O)COc2ccc3c(c2)OCO3)c1C	1774	1213
CCCOc1ccc(N2C(=O)CC(NCc3ccc(S(N)(=O)=O)cc3)C2=O)cc1 (stereo unspecified)	1783	1659
CCCNC(C)C(=O)Nc1ccccc1C (stereo unspecified)	1878	1456
CC(C)[C@H](NC(=O)c1ccco1)C(=O)OCC(=O)Nc1ccccc1OC(F)F	1838	1625

Results, from the first entry:
SMILES	SRC1 TRFRET art	SRC3 TRFRET art
CCCCCOC(=O)c1[nH]c2c(c1C)C(=O)CC(c1ccco1)C2 (stereo unspecified)	1683	1770
COc1ccc(NC(=O)CSc2nc3ccccc3c(=O)n2Cc2cccs2)c(OC)c1	2057	1611
O=C(CCn1ccnc1)Nc1nc2ccccc2[nH]1	1553	1485
Cn1cc(CNCc2cn[nH]c2-c2ccc(F)cc2)c(-c2ccc3c(c2)OCCO3)n1	1765	1618
CCOCCCNC(=O)C1CCC(CNS(=O)(=O)c2ccc(OC)cc2)CC1 (stereo unspecified)	1857	1814
CCOc1c(Cl)cc(CNc2ccc(N3CCCC3)cc2)cc1OC	1908	1550
COc1cccc(C(=O)C2CCCN(Cc3cn[nH]c3C3CCCCC3)C2)c1 (stereo unspecified)	1775	1505
CCOC(=O)c1c(NC(=O)CSc2c[nH]c3ccccc23)sc2c1CCC2	1826	4916*
CCN(CC)c1ccc(-c2n[nH]c(=S)n2-c2ccccc2)cc1	2020	1800
COC(=O)CSC(C)C(=O)Nc1nnc(C(C)C)s1 (stereo unspecified)	1772	1741
CCOC(=O)c1cc(NC(=O)c2cccs2)ccc1N1CCOCC1	1872	1684
CCOc1ccc(NC(=O)CSC(N)=O)cc1	1670	1561
O=C(N/N=C/c1ccccn1)c1ccc(Br)cc1	1845	1659
CCOC(=O)c1c(C)[nH]c(C(=O)COc2ccc3c(c2)OCO3)c1C	1774	1213
CCCOc1ccc(N2C(=O)CC(NCc3ccc(S(N)(=O)=O)cc3)C2=O)cc1 (stereo unspecified)	1783	1659
CCCNC(C)C(=O)Nc1ccccc1C (stereo unspecified)	1878	1456
CC(C)[C@H](NC(=O)c1ccco1)C(=O)OCC(=O)Nc1ccccc1OC(F)F	1838	1625
CCn1cnc2c1c(=O)n(CC(=O)NCc1ccccc1)c(=O)n2Cc1ccccc1	1953	1586
COc1ccc(/C=C2/C(=O)N(c3nc4ccccc4s3)N=C2CSc2ccc(Cl)cc2)cc1	2577*	2197*
O=C(COC(=O)COc1ccc(Cl)cc1)Nc1ccc(F)c([N+](=O)[O-])c1	1528	1377
COC(=O)C1=C(O)CSC1=Nc1ccc(C)cc1	2092	1767
CC(NC(=O)COC(=O)Cc1ccc(-c2ccccc2)cc1)c1ccccc1 (stereo unspecified)	1685	1461
CC(Sc1nc2cc([N+](=O)[O-])ccc2n1-c1cccc(C(F)(F)F)c1)C(=O)NC(N)=O (stereo unspecified)	1271	1490
CNC(=S)Nc1ccc(-c2nc3ccc(C)cc3s2)cc1	1648	1668
C#CCNC(=O)C1CCN(c2ccc(S(=O)(=O)N3CCOCC3)cc2Cl)CC1	1657	1595
(listing goes on)
SMILES	SRC1 TRFRET art	SRC3 TRFRET art
CC(=O)Oc1ccc(Cl)cc1/C=C/c1cc(OC(C)=O)c2ccccc2n1	1726	1536
Cc1cc(S(=O)(=O)N2CCCC2)ccc1OCC(=O)N1CCC(C(N)=O)CC1	1857	1696
CC(/C=N/NC(=O)c1cccs1)=C\c1ccccc1	1648	1590
CCOC(=O)c1ccc(S(=O)(=O)N2CCN(C(C)=O)CC2)cc1	1775	1590
Cc1nnc(SCC(=O)NC(=O)NCCC(C)C)s1	1609	1654
Nn1c(Cc2cccc3ccccc23)nnc1SCCOc1ccc(F)cc1	2036	1657
CCOc1ccccc1CNC(=O)c1nn(CC)cc1[N+](=O)[O-]	1656	1575
CC(=O)NCCNC(=O)C1CCCCN1S(=O)(=O)c1ccccc1 (stereo unspecified)	1898	1404
Cc1nc2ccc(Cl)cc2c(-c2ccccc2)c1CC(=O)O	1682	1540
OCC1CCCN(C(=S)Nc2ccc(OC(F)F)cc2)C1 (stereo unspecified)	1894	1616
O=C(Cc1cccc2ccccc12)NC(NC(=S)Nc1ccccc1Cl)C(Cl)(Cl)Cl (stereo unspecified)	1696	1594
CN=c1scc(-c2ccco2)n1/N=C/c1ccc(O)c(O)c1	1696	1754
O=C(C[n+]1ccccc1)c1ccc(NC(=O)c2ccccc2)cc1	1708	1615
COCCCNC(=O)CNC(=S)N(Cc1cc(OC)c(OC)c(OC)c1)C1CCCC1	1834	1497
N/C(=N\OC(=O)COc1cc(Cl)c(Cl)cc1Cl)c1ccncc1	1626	1556
Cc1nn(Cc2ccc(F)cc2Cl)c(C)c1[N+](=O)[O-]	1832	1657
COc1cccc(C2(c3cccc(OC)c3)CC2C(=O)Nc2ccccc2Cl)c1 (stereo unspecified)	1663	1568
Cc1cc(C(=O)CSc2nn3c(=O)c(C(C)(C)C)nnc3s2)c(C)n1C1CC1	1934	1678
O=c1cnnc(SCc2ccc([N+](=O)[O-])cc2)[nH]1	1538	1609
c1cncc(CSc2ccc(-c3ccc4c(c3)OCO4)nn2)c1	1923	1510
Cc1ccc(NC2=NCC(=O)N2Cc2cccs2)cc1C	1662	1596
CCCCCOc1ccc(Br)cc1CSC(=N)N	1991	1620
COCCN1Cc2cc3cc(C)ccc3nc2SC1=Nc1ccc(OC)cc1	1726	1721
Cc1ccc(C)n1-c1ccc(C(=O)Nc2ccccc2F)cc1	1724	1621
Cc1cccc(NC(=O)Cn2cnc3c(cnn3-c3ccc(F)cc3)c2=O)c1C	1847	1574
Further compounds:
SMILES	SRC1 TRFRET art	SRC3 TRFRET art
CCC(=O)Nc1ccc(-c2cc3ccccc3oc2=O)cc1	1645	1546
CCc1c(SCCC(=O)O)nc2ccccc2c1C	1682	1702
C=CCSC1=N/C(=C\c2ccc(C(=O)O)cc2)C(=O)S1	1986	1528
O=C(COc1ncnc2ccccc12)Nc1cccc([N+](=O)[O-])c1	1621	1388
Cc1cccc(/C=N/N(CCO)C2=NS(=O)(=O)c3ccccc32)c1	1695	1598
O=C(Nc1cccc(S(=O)(=O)N2CCCCC2)c1)Nc1ccc(Cl)cc1Cl	1794	1645
C[C@@H](C(=O)NCCc1c[nH]c2ccccc12)[C@@H]1C[C@@]1(C)[C@@H](NC(=O)OCc1ccccc1)c1ccccc1	1452	1428
CC(C)OC(=O)Cn1nc(C(F)(F)F)c2c1CCCC2	1734	1578
Cc1ccc(S(=O)(=O)NCC(=O)N(CC(=O)NCC2CCCO2)CC2CCCO2)cc1 (stereo unspecified)	1862	1495
Cc1cc(C)c(NC(=S)N(CCCN2CCN(C)CC2)Cc2cccs2)c(C)c1	1618	1569
O=C(CN1CCOCC1)Nc1c2c(nc3ccccc13)N(Cc1ccccc1)CC2	1629	1676
Cn1c(CNC(=O)C(C)(C)C)nc2ccccc21	1421	1451
Nc1cc2c(cc1[N+](=O)[O-])OCCO2	1756	1516
Cc1ccc(Cn2cc(/C=N/NC(=O)Cc3nnc(NC(=O)c4ccc(C)cc4)s3)c3ccccc32)cc1	1724	1534
CCOC(=O)c1c(C)[nH]c(C)c1C(=O)COC(=O)c1cc(OC)cc(OC)c1	2096	1650
C/C(N)=C(/C#N)C(=O)COC(=O)c1ccccc1Oc1ccccc1	2091	1768
O=C(NCc1ccco1)c1cc(S(=O)(=O)N2CCOCC2)c(Cl)cc1Cl	1998	1625
Cc1ccc(S(=O)(=O)NC(=O)NC(C)Cc2ccccc2)cc1 (stereo unspecified)	1848	1580
C/C(=N\NC(=O)COc1ccccc1)c1cccs1	1894	1692
CCn1c(CSc2n[nH]c(N)n2)nc2cc(C(=O)O)ccc21	1695	1496
Cc1ccc(NS(=O)(=O)c2cc(NC(=O)c3cc4c(s3)CCCC4)ccc2C)c(C)c1	1750	1576
O=C(CSc1nc(C2CC2)nc2c1cnn2-c1ccccc1)Nc1c[nH]c(=O)[nH]c1=O	1881	1756
COc1ccc(S(=O)(=O)N2CCc3ccccc32)cc1C(=O)OCC(=O)c1c(N)n(C)c(=O)n(C)c1=O	1512	1366
O=C(CCl)N1c2ccccc2OCC1c1ccccc1 (stereo unspecified)	1792	1675
N#C/C(=C\c1ccc(N2CCOCC2)o1)C(=O)N1CCOCC1	2082	1807
(next part)
SMILES	SRC1 TRFRET art	SRC3 TRFRET art
Cc1ccc(C(CC(=O)O)Nc2nc(N3CCOCC3)nc(N3CCOCC3)n2)cc1 (stereo unspecified)	1993	1583
Cc1ccc(S(=O)(=O)Nc2ccc3c(c2)c2c(n3S(=O)(=O)c3ccc(C)cc3)CCCC2=O)cc1	1698	1654
COc1ccc(Nc2n[nH]c(C)c2[N+](=O)[O-])cc1	1811	1464
Cc1ccc([N+](=O)[O-])cc1S(=O)(=O)N1CCN(C)CC1	1901	1493
COc1ccc(OCC(=O)NNC(=O)c2cccc(O)c2)cc1	1816	1587
CS(=O)(=O)N(Cc1ccc(C(=O)NCCSc2ccccn2)cc1)c1ccccc1	1836	1523
Cc1ccc(N(Cc2ccc(C(=O)NN=C3CCN(C)CC3)cc2)S(C)(=O)=O)cc1C	1587	1551
Cc1ccc(NC(=O)C(=O)NCCN2CCN(S(=O)(=O)c3ccccc3)CC2)cc1C	1905	1482
CCOC(=O)c1cc(-c2ccccc2)sc1NC(=O)c1ccc(OC)c(OC)c1	1738	1488
O=C(NCC(c1cccs1)N1CCOCC1)c1cccc([N+](=O)[O-])c1 (stereo unspecified)	1716	1585
N#CCC(=O)N/N=C/c1cc(-c2ccccc2)n(-c2ccc(Cl)cc2)c1-c1ccccc1	1503	1416
NCc1oc(-c2ccccc2)cc1C(=O)O	1789	1807
C=C(C)Cn1c(SCC(=O)N/N=C/c2cccc(O)c2)nc2ccccc2c1=O	1699	1457
CC(=O)c1cccc(NC(=O)c2csc3c2CCCCC3)c1	1834	1673
S=C(NCCc1ccccc1)NCc1cccs1	1622	1490
O=C(Nc1nc(-c2ccc(Cl)cc2)cs1)NC1CCCCC1	1682	1599
Cn1c(CCN2CCCCC2)nc2cc(NS(=O)(=O)c3ccc(F)cc3)ccc21	1735	1825
Cc1cc(OC(=O)C(c2ccccc2)c2ccccc2)c([N+](=O)[O-])c(=O)[nH]1	1961	1618
CCC(=O)/C=C1\Sc2ccccc2N1CC	1918	1752
O=C(NCc1nc2ccccc2[nH]1)c1ccc([N+](=O)[O-])cc1	1697	1593
O=S(=O)(c1ccc(Cl)c(NC(=S)N/N=C/c2ccc(O)cc2)c1)N1CCOCC1	1732	1565
Clc1cccc(N/N=C/c2ccc(N3CCOCC3)s2)c1	1863	1767
COc1cccc(N2CCN(CC(=O)Nc3ccc(SC(F)F)cc3)CC2)c1	2106	1721
Cc1cccc(C)c1NC(=O)CNC(=O)CCC(=O)c1cccs1	1941	1739
COC(=O)c1cc(C(=O)NCc2ccccc2)c(=O)[nH]c1C	1702	1511
Later entries
SMILES	SRC1 TRFRET art	SRC3 TRFRET art
CS(=O)(=O)N(CC(=O)Nc1cccc([N+](=O)[O-])c1)c1cccc(F)c1	1753	1358
CCOC(CCn1c(SCc2ccc([N+](=O)[O-])cc2)nc2ccccc2c1=O)OCC	1679	1666
CC1C(=O)C(C)C(c2ccc([N+](=O)[O-])cc2)NC1c1ccc([N+](=O)[O-])cc1 (stereo unspecified)	1833	1530
CC(=O)Cc1nsc(NC(=O)c2ccc(F)cc2)n1	1753	1464
COc1ccc(CCC(=O)Nc2ccccc2C(F)(F)F)cc1	1711	1477
CC1CNc2c(cccc2S(=O)(=O)N[C@@H](CCCN=C(N)N)C(=O)N2CC[C@@H](C)C[C@@H]2C(=O)O)C1 (stereo partly specified)	1822	1502
COc1ccccc1N1CCN(C(CNS(=O)(=O)c2cc(F)ccc2F)c2cccnc2)CC1 (stereo unspecified)	1812	1468
O=C(NNC1CC(=O)N(c2ccc(Cl)cc2)C1=O)c1ccco1 (stereo unspecified)	1907	1466
O=[N+]([O-])c1ccc2c(c1)C(N1CCOCC1)/C(=C/C1(O)CCCCC1)O2 (stereo unspecified)	1898	1498
C=CCOc1ccc(C(=O)Nc2ccc(OCC)cc2)cc1	2002	1454
CCCCN(C)Cc1c(C)[nH]c2ccc(OCC)cc2c1=O	1761	1559
C=CCSc1nnc2c(n1)OC(c1ccco1)Nc1ccccc1-2 (stereo unspecified)	2023	1681
CC(CNc1ccccc1O)C(=O)O (stereo unspecified)	1565	1368
O=C(CC1C(=O)NCCN1Cc1ccc(-c2ccccc2)cc1)NCCOc1cccnc1 (stereo unspecified)	1719	1765
CNc1c([N+](=O)[O-])cnn1-c1ccc(F)cc1	2083	1651
CCC(=O)N1CCc2cc(S(=O)(=O)CCC(=O)Nc3cccc(C)n3)ccc21	1974	1569
N=C(N)SCc1nc2ccccc2c(=O)n1-c1ccccc1	1803&1818	1777&1730

Assay outcomes deposited in PubChem BioAssay by The Scripps Research Institute Molecular Screening Center.

A portion of the library; rates above refer to the full screens.
